Growth percent in the NCI-60 one-dose screen (48 h, 10 µM unless noted): 100 = growth as untreated, 0 = no growth, -100 = all killed.
UO-31 – UO-31 renal cancer. AID 1794768. actives 5.2% (n = 81,000)
DU-145 – DU-145 prostate cancer; AID 1794760; actives 4.2% (n = 81,000)
786-0 – 786-0 renal cancer cells | actives 5.1% (n = 81,000) | AID 1794775
SF-539 – SF-539 CNS cancer | actives 6.8% (n = 81,000) | AID 1794752
U251 – U251 CNS tumor cells; actives 5.4% (n = 80,000)
PC-3 – PC-3 prostate cancer cells. actives 3.9% (n = 80,000)
TK-10 – TK-10 renal cancer cells. actives 3.9% (n = 81,000)
SF-295 – SF-295 CNS cancer cells; actives 5.6% (n = 79,000)
SN12C – SN12C renal cancer cells | actives 3.8% (n = 81,000)
* marks the source's active call; other numbers are inactive results; · = not tested or not shown; & = joins results of further samples. How the source made its calls: active means growth percent below 10; inactive means the rest.

No. | compound | UO-31 | DU-145 | 786-0 | SF-539 | U251
1 | CC(C)(C)N | 89 | 105 | 101 | 100 | ·
2 | Cc1ccc2cc(-c3nc4ccccc4[nH]3)c(Cl)nc2c1Cl | 67 | 100 | 126 | 96 | 108
3 | O=c1cc(-c2ccncc2)oc2ccccc12 | 90 | 101 | 100 | 96 | 99
4 | O=C(CSc1nnnn1-c1ccccc1)c1cc2cc(Br)cc(Br)c2oc1=O | 88 | 104 | 100 | · | 92
5 | c1cncc(-c2ccnc3nc(-c4ccncc4)nn23)c1 | 67 | 111 | 103 | 101 | 106
6 | O=C(Cc1ccccc1)NNC(=O)Cc1ccccc1 | 89 | 109 | 101 | 95 | 109
7 | Nc1nc2c(c(=O)[nH]1)N(C=O)C(CNc1ccc(C(=O)N[C@@H](CCC(=O)O)C(=O)O)cc1)CN2 (stereo partly drawn) | 105&96 | 101&113 | 97&104 | 100&101 | 98&108
8 | O=C1NC(=Nc2ccc(S(=O)(=O)Nc3nccs3)cc2)S/C1=C\c1coc2ccccc2c1=O | 83 | 121 | 111 | 96 | 102

No. | PC-3 | TK-10 | SF-295 | SN12C
1 | 95 | 106 | 100 | 98
2 | 88 | 128 | 104 | 105
3 | 96 | 83 | 89 | 97
4 | 93 | 100 | 97 | 91
5 | 91 | 147 | 98 | 100
6 | 102 | 100 | 94 | 109
7 | 97&94 | 104&113 | 94&112 | 101&104
8 | 95 | 133 | · | 95

No. | compound | UO-31 | DU-145 | 786-0 | SF-539 | U251
9 | COn1cc(C(=O)c2cccs2)c2cc(C#N)c(C#N)cc21 | 75 | 104 | 105 | 107 | 96
10 | CCOc1ccccc1/C=N\N=C(\N)N/N=C/c1ccccc1OCC | · | 46 | 21 | 17 | 38
11 | CNCC(O)c1cccc(O)c1 (stereo not drawn) | 90 | 107 | 96 | 102 | 102
12 | CC(C)(S)C(N)C(=O)O (stereo not drawn) | 86 | 107 | 102 | 96 | 102
13 | C=C1CCC2C3(C)COC(c4cc(F)cc(F)c4)OC3CCC2(C)C1CC(O)C1=CCOC1=O (stereo not drawn) | 50 | 73 | 30 | 80 | 69
14 | Cc1cccc([N+](=O)[O-])c1I | 85 | 116 | 108 | 105 | 94
15 | Cc1cccc2c3c(sc12)C(c1ccc(F)cc1)C(C#N)=C(N)O3 (stereo not drawn) | 37 | 8.0* | 17 | -15* | 25
16 | Cc1ccc(/C=C/C(=O)Nc2ncc(Cc3ccc(F)cc3)s2)o1 | 40 | 56 | 67 | 48 | 47

No. | PC-3 | TK-10 | SF-295 | SN12C
9 | 87 | 144 | 104 | 99
10 | 32 | 68 | 23 | 45
11 | 101 | 88 | 103 | 102
12 | 78 | 89 | 101 | 103
13 | 26 | 110 | 78 | 48
14 | 86 | 113 | 101 | 107
15 | 8.5* | 79 | 5.2* | 25
16 | 38 | 62 | 35 | 66

No. | compound | UO-31 | DU-145 | 786-0 | SF-539 | U251
17 | Cc1nn(-c2ccccc2)c2nc(Cl)c(/C=C/C(=O)c3ccc(Br)cc3)c(-c3ccc(Br)cc3)c12 | 87 | 100 | 84 | · | 99
18 | c1ccc(Cc2nn3cc(-c4ccccc4)nc3s2)cc1 | 95 | 99 | 86 | 106 | 107
19 | O=C(CCC(=O)N(CCO)CCO)N(CCO)CCO | 86 | 107 | 96 | 101 | 105
20 | O=C1OC2CC1CCC2Br (stereo not drawn) | 88 | 110 | 106 | 97 | 98
21 | Cc1ccc2ncc(-c3nnn(-c4ccc([N+](=O)[O-])cc4)c3C)c(C(=O)O)c2c1 | 84 | 112 | 107 | 93 | 95
22 | NS(=O)(=O)c1cccc(C(=O)Nc2ccc(F)cc2)c1 | 85 | 108 | 97 | 94 | 96
23 | CO[C@@]1(NC(=O)CSCC#N)C(=O)N2C(C(=O)O)=C(CSc3nnnn3C)CSC21 (stereo partly drawn) | 74 | 136 | 100 | 96 | 108
24 | CCC(=O)N1c2cc(C)ccc2N(C(=O)CC)c2c1c1cc(Br)ccc1n2C(=O)CC | 62 | 105 | 102 | 112 | 93

No. | PC-3 | TK-10 | SF-295 | SN12C
17 | 100 | 89 | 100 | 101
18 | 94 | 89 | 98 | 103
19 | 100 | 100 | 96 | 106
20 | 95 | 108 | · | 104
21 | 90 | 105 | 99 | 95
22 | 107 | 100 | 98 | 97
23 | 100 | 120 | 95 | 108
24 | 83 | 151 | 102 | 91

No. | compound | UO-31 | DU-145 | 786-0 | SF-539 | U251
25 | CCN(CC)CC(C)Nc1ccc([N+](=O)[O-])c2sc3ccccc3c(=O)c12 (stereo not drawn) | 0.6* | 28 | 16 | 29 | 28
26 | Nc1cccc2[nH]c(=O)c3ccccc3c12 | 72 | 100 | · | 90 | 85
27 | Nc1cc(Cl)nnc1Cl | 84 | 111 | 93 | 96 | 103
28 | CC1Cc2c(N(C)C)ncnc2N2CCc3cccc1c32 (stereo not drawn) | 94 | 114 | 93 | 109 | 104
29 | CN1CCN(c2ccc(NC(=O)CN(c3ccc(F)cc3)S(=O)(=O)c3ccc(Cl)cc3)cc2)CC1 | 84 | 94 | 88 | 90 | 72
30 | O=c1c2ccccc2nc(N/N=C/c2ccc(N3CCCCC3)cc2)n1-c1ccccc1 | 86 | 103 | 102 | 97 | 98
31 | Cn1c(-c2c(N)n(CCCN3CCOCC3)c3nc(C#N)c(C#N)nc23)nc2ccccc21 | 12 | 75 | 23 | 19 | 68
32 | O=C1OCC2=C1C(c1ccccc1F)CC(=O)N2c1ccccc1 (stereo not drawn) | 83 | 111 | 113 | 101 | 99

No. | PC-3 | TK-10 | SF-295 | SN12C
25 | 15 | 50 | 25 | 37
26 | 92 | 109 | 114 | 92
27 | 106 | 112 | · | 96
28 | 93 | 102 | 106 | 107
29 | 61 | 108 | 97 | 90
30 | 96 | 111 | 91 | 98
31 | 35 | 47 | 110 | 40
32 | 99 | 97 | 98 | 103

Whole records as entered above:
Results for Nc1cc(Cl)nnc1Cl → UO-31 = 84; DU-145 = 111; 786-0 = 93; SF-539 = 96; U251 = 103; PC-3 = 106; TK-10 = 112; SF-295 = ·; SN12C = 96
Results for Cn1c(-c2c(N)n(CCCN3CCOCC3)c3nc(C#N)c(C#N)nc23)nc2ccccc21 → UO-31 = 12; DU-145 = 75; 786-0 = 23; SF-539 = 19; U251 = 68; PC-3 = 35; TK-10 = 47; SF-295 = 110; SN12C = 40

Later entries:
No. | compound | UO-31 | DU-145 | 786-0 | SF-539 | U251
33 | Nc1nc(S)cc(=S)[nH]1 | 98 | 100 | 98 | 97 | 101
34 | Oc1cc(/C=C/c2nc(N3CCOCC3)c3cc(Cl)c(Cl)cc3n2)cc(O)c1O | 95 | 104 | 96 | 94 | 102
35 | COc1cc(/C=C/C(=O)CC(=O)/C=C/c2cc(Br)c(O)c(OC)c2)cc(Br)c1O | 77 | 97 | 95 | 97 | ·
36 | CCCCNC(=O)CCC | 89 | 101 | 98 | 94 | 103
37 | CCCCOc1ncnc2c1CC(C)c1c(C)cc(C)cc1N2C (stereo not drawn) | 94 | 111 | 95 | 115 | 98
38 | OCC(I)CO | 88 | 103 | 104 | 105 | 102
39 | Nc1ncnc2c1N=C(c1ccc(F)cc1)CC(c1cccc(Nc3ccnc4cc(C(F)(F)F)ccc34)c1)N2 (stereo not drawn) | 47 | 84 | 60 | 75 | 58
40 | CC(=O)/C(=C/n1c(=S)[nH]c2ccccc21)C(=O)Nc1ccccc1C | 97 | · | 102 | 105 | 96

No. | PC-3 | TK-10 | SF-295 | SN12C
33 | 99 | 92 | 99 | ·
34 | 101 | 96 | · | 104
35 | 112 | 106 | 106 | 89
36 | 95 | 94 | 101 | 103
37 | 100 | 101 | 114 | 97
38 | 110 | 97 | · | 114
39 | 52 | 100 | 69 | 76
40 | 93 | 118 | 106 | 109

No. | compound | UO-31 | DU-145 | 786-0 | SF-539 | U251
41 | O=[N+]([O-])c1cccc(-c2nnc(CSc3nnc(-c4ccccc4)o3)o2)c1 | 86 | 111 | 101 | 98 | 100
42 | CC(=O)c1c2ccccc2cc2ccccc12 | 86 | 104 | 105 | 100 | 100
43 | COc1ccc(S(=O)O)cc1NC(C)=O | 86 | 115 | 105 | 106 | 104
44 | COc1ccc(C(=O)c2ccccc2C(=O)O)cc1 | 103 | 111 | 95 | 95 | 108
45 | Nc1[nH]c(=O)[nH]c(=O)c1N=Nc1ccc(S(=O)(=O)Nc2ncccn2)cc1 | 95 | 106 | 97 | · | 102
46 | COc1cc(-c2cc(-c3ccc(N(C)C)cc3)nc(N3CCOCC3)c2C#N)cc(OC)c1OC | 55 | 52 | -39* | 47 | 24
47 | Cc1cccc2c3c(sc12)C(c1ccc(Cl)cc1)C(C#N)=C(N)O3 (stereo not drawn) | 39 | 18 | 29 | -15* | 27
48 | CN(C)CCCN(Cc1ccccc1O)C(=S)Nc1ccc(Cl)cc1 | 79 | 121 | 107 | 104 | 101

No. | PC-3 | TK-10 | SF-295 | SN12C
41 | 95 | 112 | 106 | 100
42 | 100 | 110 | 105 | 106
43 | 100 | 111 | 98 | 104
44 | 98 | 94 | 98 | 94
45 | 101 | 106 | 89 | 105
46 | 44 | 38 | -21* | 53
47 | 16 | 72 | 1.7* | 25
48 | 94 | 104 | 95 | 98

No. | compound | UO-31 | DU-145 | 786-0 | SF-539 | U251
49 | COc1cc(C(=O)/C=C/c2cc(-c3cc(OC)c(OC)c(OC)c3)n[nH]2)cc(OC)c1OC | -77* | 4.4* | -72* | -56* | -58*
50 | Cc1cc2ccccc2c2cc3ccccc3cc12 | 79 | 107 | 110 | 93 | 102
51 | O=C(O)/C=C\C(=O)Nc1ccc2c(c1)Cc1cc(F)ccc1-2 | 81 | 111 | 100 | 95 | 106
52 | O=C(CN1CCOCC1)Nc1nc(-c2cc3ccccc3oc2=O)cs1 | 71 | 106 | 103 | 98 | 99
53 | O=C(O)c1ccc(-c2nn(-c3ccc(C(=O)O)cc3)cc2/C=N/Nc2ccc(Cl)cc2)cc1 | 65 | 99 | 99 | 97 | 92
54 | O=C(CSc1nc2ccccc2c(=O)n1CCc1ccccn1)c1ccc(F)cc1 | 65 | 104 | 83 | 101 | 85
55 | O=C(CCc1nnc(-c2cccnc2)o1)c1nc2ccccc2[nH]1 | 91 | 124 | 103 | 105 | 100
56 | CCCCCCCCc1ccc(C(=O)Nc2ccc(C)cc2C(=O)O)cc1C | 79 | 105 | 104 | 99 | 88

No. | PC-3 | TK-10 | SF-295 | SN12C
49 | 13 | · | 135 | 2.1*
50 | 91 | 99 | 97 | 98
51 | 97 | 114 | 96 | 100
52 | 98 | 154 | 101 | 101
53 | 83 | 119 | 95 | 102
54 | 62 | 108 | 81 | 94
55 | · | 111 | 108 | 93
56 | 84 | 102 | 74 | ·

No. | compound | UO-31 | DU-145 | 786-0 | SF-539 | U251
57 | CN1C(=O)N(C)C2SC(N/N=C/c3ccc(F)cc3)=NC21 (stereo not drawn) | 48 | 76 | 50 | 29 | 35
58 | Oc1ccc(/C=N/c2n[nH]c(-c3cccc(Cl)c3)n2)cc1 | 85 | 111 | 102 | 106 | 83
59 | CNC(=O)c1cc(Oc2ccc3nc(NC(=O)Nc4cc(C(F)(F)F)cc(C(F)(F)F)c4)sc3c2)ccn1 | -70* | -40* | -64* | -80* | -82*
60 | O=C1/C(=C/c2ccccn2)CCc2ccccc21 | 101 | 103 | 101 | 95 | 100
61 | CC1CCc2c(sc3nc(SCC(=O)N/N=C/c4ccc(O)c(O)c4)n(-c4ccccc4)c(=O)c23)C1 (stereo not drawn) | 30 | 71 | 81 | 60 | 56
62 | Cc1nnc2n1N=C(c1ccc(Br)cc1)CS2 | 87 | 103 | 97 | 95 | 95
63 | Clc1nn2c(Cn3cnc4c(N5CCCC5)ncnc43)nnc2c2ccccc12 | 77 | 96 | 105 | 99 | 89
64 | CC(C)N1C(=O)C2C3C=CC(C3)C2C1=O (stereo not drawn) | 94 | 109 | 92 | 109 | 101

No. | PC-3 | TK-10 | SF-295 | SN12C
57 | 66 | 72 | 31 | 53
58 | 94 | 106 | 104 | 105
59 | -39* | -55* | -82* | -19*
60 | 95 | 95 | 97 | 102
61 | 55 | 93 | 70 | 75
62 | 94 | 93 | 91 | 99
63 | 98 | 140 | 109 | 93
64 | 94 | 116 | 97 | 113

No. | compound | UO-31 | DU-145 | 786-0 | SF-539 | U251
65 | C[C@@H]1C[C@@]2(C)C(=CC1=O)CC[C@@H]1[C@@H]2[C@@H](O)C[C@@]2(C)[C@H]1CC[C@]2(O)C(=O)CO | 74 | 107 | 108 | 97 | 106
66 | Cc1cc(=O)n2n1-c1ccc(Br)cc1N=C(OCCCCl)C2 | 96 | 111 | 94 | 96 | 98
67 | CCCSc1nnc(-c2ccc(-c3ccc(Cl)cc3)nc2C)o1 | 89 | 98 | 99 | 102 | 102
68 | CCNC(=NCCCN(C)C)N/C(N)=N/c1nc2ccccc2s1 | 64 | 100 | 85 | 83 | 79
69 | CC1CC(C)(C)NC2(CCCC2)N1 (stereo not drawn) | 88 | · | 106 | 103 | 101
70 | NCCCNc1nc2ccccc2c2c(=O)c3cccc(F)c3sc12 | 16 | 13 | 53 | 44 | 28
71 | O=c1cc(O)n(C2=NCCN2)[nH]1 | 96 | 107 | 99 | 112 | ·
72 | CCn1nc(C(=O)O)c(=O)c2cc3c(cc21)OCO3 | 72&84 | 114&120 | 115&102 | 99&102 | 114&99
73 | CCCCN(CCO)C(C#CC(C)(C)O)C(C)C (stereo not drawn) | 73 | 112 | 107 | 110 | 97
74 | COc1ccc2c(=O)c(-c3ccccc3OC)c(C)oc2c1 | 84 | 111 | 93 | 99 | 101
75 | Cc1nn(-c2ccc(C(F)(F)F)cc2)c(C)c1N=Nc1ccccc1 | 66 | 100 | 87 | 91 | 75

No. | PC-3 | TK-10 | SF-295 | SN12C
65 | 97 | 107 | 109 | 88
66 | 97 | 86 | 102 | 113
67 | 94 | 109 | 98 | 95
68 | 80 | 100 | 92 | 82
69 | 98 | 105 | 116 | 98
70 | 49 | 54 | 73 | 43
71 | 102 | 97 | 106 | 105
72 | 96&99 | 115 | 114&105 | 102&101
73 | 99 | 99 | 108 | 99
74 | 97 | 101 | 93 | 103
75 | 81 | 84 | 92 | 91
